FadD28 FP inh: inhibitors of Mycobacterium tuberculosis FadD28 bisubstrate binding | FadD28 bisubstrate probe binding, fluorescence polarization | inhibition, % at 12.5 µM | actives 0.22% (n = 360,000); in the data active means inhibition above about 8.5%, passing the limit was not always enough; inconclusive means no clear call, values can overlap the other calls
PfHsp40 yeast: compounds rescuing yeast from Plasmodium falciparum HSP40 toxicity. S. cerevisiae expressing PfHsp40, growth rescue, ATP luminescence. growth rescue, % at 12.5 µM. actives 0.68% (n = 340,000); in the data active means growth rescue above about 28%, passing the limit was not always enough; inconclusive means no clear call, values can overlap the other calls;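 further: yeast W303a lacking pdr1 and pdr3 grown in galactose medium; growth measured after three days at 30 °C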
Anthrax LF prot: inhibitors of Bacillus anthracis lethal factor protease; multiplex microsphere protease cleavage assay, LF; actives 0.12% (n = 360,000); inhibition, % at 10 µM; further: plate controls were buffer without enzyme for full effect and enzyme alone for no effect
TcdB GH inh: inhibitors of Clostridioides difficile toxin B glycohydrolase; P18177; TcdB glycohydrolase enzymatic assay, plate reader; inhibition, % at 9.99 µM; actives 0.24% (n = 350,000); in the data active means inhibition above about 10%
BoNT A protease: blocks Botulinum neurotoxin A light chain protease. AID 588499. multiplex microsphere protease substrate cleavage, flow cytometry. inhibition, % at 10 µM. actives 0.17% (n = 360,000); further: plate controls were buffer without enzyme for full effect and enzyme alone for no effect
PrPC TRFRET: inhibitors of human cell surface prion protein PrPC; AID 720596; TR-FRET read-out; inhibition, % at 13.8 µM; actives 0.43% (n = 370,000); in the data active means inhibition above about 24%; further: 0% = median of the test wells and 100% = reference compound wells
Y pestis TopoI: Y. pestis Topo-I inhibition via cleavage products; AID 504884; Y. pestis Topo-I cleavage product accumulation, plate reader; activity, % at 10 µM; actives 0.064% (n = 360,000); in the data active means activity above about 50%, passing the limit was not always enough; inconclusive means no clear call, values can overlap the other calls; further: inactives centre near 2
CCHF vOTU inh: CCHFV vOTU protease inhibition | Pep-AMC fluorescence | inhibition, % at 11.5 µM | actives 0.55% (n = 370,000) | AID 651958; in the data active means inhibition above about 30%; further: 0% = vehicle wells with enzyme and 100% = no enzyme wells
BoNT F protease: BoNT F light chain protease inhibition; Multiplex microsphere protease cleavage assay, flow cytometry; inhibition, % at 10 µM; actives 0.22% (n = 360,000); AID 588497; in the data active means inhibition above about 35%, passing the limit was not always enough; inconclusive means no clear call, values can overlap the other calls; further: plate controls were buffer without enzyme for full effect and enzyme alone for no effect
Active calls of the source: *; ? = inconclusive; / = no result given; & = joins results of further samples. Unless noted, no stated cut-off is given here; in the data, active means inhibition above about 30%; inconclusive means no clear call, values can overlap the other calls; inactive means below that.

No.	Compound	FadD28 FP inh	PfHsp40 yeast	Anthrax LF prot	TcdB GH inh	BoNT A protease
1	CCn1ncc([N+](=O)[O-])c1C(=O)NC1CCCCC1	0.9	-1.5	0.5	0.8	0.6
2	CC1CCN(S(=O)(=O)N2CCC(C(=O)N3CCC(N(C)CC4CCCO4)CC3)CC2)CC1 (stereo not drawn)	-1.0	0.0	-3.3	-1.7	-0.1
3	Cc1ccc(N2CC(C(=O)N3CCCc4ccccc43)CC2=O)cc1 (stereo not drawn)	0.1	1.0	-6.5	-7.6	-2.3
4	FC(F)(F)COc1ccc(-n2ccnc2)nn1	-0.4	-0.7	-5.6	0.1	-0.6
5	CCCc1cc(C(N)=O)c(NC(C)=O)s1	-0.4	0.7	1.9	/	1.5
6	Cc1nn(-c2ccccc2)c2c1c(C)c(CCC(=O)NCC1CCCO1)c(=O)n2C (stereo not drawn)	0.6	-0.9	-0.6	2.3	0.2
7	Cc1nc(NCC2CC2)c2nnn(Cc3ccccc3)c2n1	-3.0	17.1	-7.4	0.6	-0.3
8	COc1ccc(/C=N/NC(=O)c2cccc(NC(=O)c3ccc(F)cc3)c2)c(C(=O)O)c1OC	-2.7	-0.6	0.6	-0.3	0.7
9	Cn1c(COc2ccccc2)nnc1SCC(=O)Nc1nnc(C2CC2)s1	-1.3	-0.7	8.7	1.7	0.2
10	CCOc1cccc(-c2c(C(=O)N/N=C(\C)c3ccccn3)nnn2-c2nonc2N)c1	-1.5	-0.3	-1.8	1.0	-1.6
11	Cc1cc(C(=O)Nc2c(C)n(C)n(-c3ccccc3)c2=O)on1	-2.4	0.5	-4.0	-3.2	-1.0
12	COc1cc(CC2C(=O)N(C)C(=O)N(C)C2=O)ccc1OCc1ccccc1	-0.3	0.3	-0.5	1.1	1.6
13	Cc1cc(N2CCOCC2)ccc1/C=C1\NC(=O)N(CC(=O)Nc2ccc(F)cc2)C1=O	-1.5	0.3	-0.3	1.1	-0.7
14	CCOC(=O)C1CCN(c2c(NCc3ccc(C(=O)Nc4ccc(C)cc4)cc3)c(=O)c2=O)CC1	-0.7	0.7	-3.3	-2.5	-0.1
15	Cc1ccc(/C=C2/C(=O)N=C(N)N2C)s1	-2.0	-1.2	0.9	-0.1	-0.6

No.	PrPC TRFRET	Y pestis TopoI	CCHF vOTU inh	BoNT F protease
1	-5.2	-6.6	-4.3	-0.8
2	2.8	2.1	-2.5	-2.9
3	-2.8	16.2	5.9	-14.3
4	-2.7	-1.9	5.5	-5.0
5	-3.7	-7.3	-7.0	7.9
6	-4.1	-9.4	-11.3	4.1
7	2.9	5.3	-2.2	1.9
8	-6.8	0.4	-0.1	-5.1
9	-3.7	7.6	3.8	5.4
10	4.5	-2.0	16.0	5.3
11	-1.1	-3.6	1.3	2.3
12	1.1	-0.1	-11.8	12.1
13	-18.2	-13.1	20.1	-3.8
14	5.6	6.0	9.8	-0.3
15	-9.6	2.4	-7.5	-4.4

(listing goes on)
No.	Compound	FadD28 FP inh	PfHsp40 yeast	Anthrax LF prot	TcdB GH inh	BoNT A protease
16	CCc1nnc(N/N=C/c2ccc(O)c(OC)c2)n1N	0.8	-0.6	0.4	3.9	-4.0
17	O=C1CC(C(=O)Nc2ccc(Cl)cc2)S/C(=N\N=C\c2ccco2)N1 (stereo not drawn)	-3.4	0.1	1.1	-0.5	-0.9
18	CC1(C)C=Cc2c(ccc3c2OC[C@@H](c2ccc(O)cc2O)C3)O1	-2.4	231.8*	-2.1	2.1	-1.2
19	CCOc1ccc(NC(=S)N2CCN(S(=O)(=O)c3ccc(OC)cc3)CC2)cc1	-1.7	5.0	-2.2	-2.5	1.9
20	CCc1ccc(NC(=O)CSCCN2C(=O)c3ccccc3C2=O)cc1	-4.0	6.1	-0.8	0.0	0.2
21	COC(=O)Nc1ccc2c(c1)N(C(=O)CCN1CCN3CCCC3C1)c1ccccc1S2 (stereo not drawn)	-0.5	-0.4	-1.3	/	?
22	Cc1cccc(C)c1NC(=O)C1(N(C(=O)c2ccccn2)c2ccc(O)cc2)CCCCC1	-2.8	-0.1	-4.4	-0.2	0.6
23	Cc1cc(/C=C2\SC(=O)N(C)C2=O)c(C)n1-c1ccc(S(N)(=O)=O)cc1	-1.1	0.0	4.9	-0.4	-1.3
24	C[C@H]1CN([C@@H](C)CO)C(=O)c2cc(C3=CCCC3)cnc2O[C@@H]1CN(C)C(=O)c1ccncc1	-3.7	/	-0.1	0.6&0.4&1.1	-0.8
25	Cc1oc(-c2ccc(Cl)cc2)[n+]([O-])c1C	-1.1	-1.1	1.2	/	-0.2
26	COCC1CCCN(C(=O)c2cc(COc3ccc(C(C)=O)cc3)on2)C1 (stereo not drawn)	-0.4	0.1	-6.5	0.8	-1.2
27	COc1ccc2ccccc2c1/C=N/n1cnnc1	-1.6	-0.6	/	0.3	/
28	Nn1c(SCC(=O)NCCC2=CCCCC2)nnc1C(F)(F)F	-1.7	2.2	-3.1	0.9	0.0
29	COc1ccc(C(=O)Nc2ccc(-c3n[nH]c(=S)o3)cc2)cc1OC	-1.3	3.0	-2.5	0.6	-0.6
30	Cc1ccc(N2C(=O)CC(Cc3cccc(C)c3)C2=O)cc1 (stereo not drawn)	0.2	-0.8	0.4	1.7	-0.6

No.	PrPC TRFRET	Y pestis TopoI	CCHF vOTU inh	BoNT F protease
16	0.8	-6.7	77.3*	-11.6
17	2.3	-1.6	11.3	0.0
18	-2.8	-5.7	14.8	-3.5
19	-1.1	13.2	3.8	1.2
20	-2.3	17.6	-0.8	-4.2
21	-4.9	-7.4	0.4	-3.7
22	6.1	-11.1	2.2	-0.1
23	0.8	2.3	5.3	-11.9
24	-1.7	-0.9	-5.4	-0.8
25	-1.5	5.8	5.8	-1.3
26	1.4	3.2	0.3	-14.7
27	4.1	0.3	9.8	/
28	/	0.0	/	-2.7
29	-1.1	-3.3	-7.4	-2.2
30	-4.8	2.5	-6.4	0.5

Continuation.
No.	Compound	FadD28 FP inh	PfHsp40 yeast	Anthrax LF prot	TcdB GH inh	BoNT A protease
31	O=C(NCCNC(=O)c1ccccc1O)c1ccccc1O	0.2	0.9	11.8	0.2	2.3
32	Cc1cc(C)n2nc(CNS(=O)(=O)c3cccc([N+](=O)[O-])c3)nc2n1	-0.8	-0.7	0.3	-0.3	0.4
33	O=C(NCc1cccc(OC(F)(F)F)c1)C1CCC(=O)N(Cc2cccc(F)c2)C1 (stereo not drawn)	-5.2	-0.5	-1.8	-0.1	1.2
34	C=CCn1c(=N)n(CC(=O)c2ccc(OC)cc2)c2ccccc21	-1.1	0.6	1.7	2.0	-0.1
35	CC(=O)N1c2ccccc2NC2=C(C(=O)CC(C)(C)C2)C1c1cccn1C (stereo not drawn)	-0.9	-0.6	-4.8	-0.2	-0.3
36	Cc1csc(NC(=O)c2c(-c3ccccc3)noc2C)n1	-3.3	0.5	-1.7	0.3	0.6
37	COc1ccc(NC(=O)c2cn3c(nc4ccccc43)c(C#N)c2C)cc1	-0.3	0.9	-11.5	0.6	0.2
38	Clc1ccccc1/C=C/c1nc(-c2ccccn2)no1	-1.1	-0.9	/	1.8	/
39	COc1cc(NC(=O)COC(=O)C=C(C)C)c(C)cc1[N+](=O)[O-]	-0.4	0.5	-5.7	/	0.7
40	Cc1cccc2cc(C#N)c(NCc3ccccc3)nc12	-4.7	-0.2	-3.5	-0.1	4.2
41	O=C(COC(=O)c1ccc(=O)n(Cc2ccccc2)n1)Nc1ccc2c(c1)OCCO2	-1.0	0.0	3.7	/	-0.5
42	Cc1nn(Cc2ccccc2Cl)c(C)c1C(=O)NC1CCCc2ccccc21 (stereo not drawn)	1.0	-0.1	-0.1	/	0.4
43	CCc1[nH]nc2c1C(c1ccc(Br)s1)C(C#N)=C(N)O2 (stereo not drawn)	-10.0	-2.4	-0.5	/	-0.2
44	N#C/C(=C/c1cn[nH]c1-c1cccc(Br)c1)C(=O)O	-5.1	1.9	-1.5	0.1	-0.9
45	CCN(CC)S(=O)(=O)c1cccc(C(=O)NC(Cc2c[nH]c3ccccc23)c2nnc3n2CCCCC3)c1 (stereo not drawn)	-1.7	-2.2	-3.2	/	2.1

No.	PrPC TRFRET	Y pestis TopoI	CCHF vOTU inh	BoNT F protease
31	0.9	-12.8	-6.3	17.3
32	-15.1	-0.2	3.5	2.0
33	7.5	9.4	16.2	3.5
34	-2.8	5.0	8.5	-2.4
35	-8.2	-4.4	-1.8	-2.8
36	1.7	-6.3	17.0	5.8
37	-2.5	-1.3	4.0	0.4
38	4.3	-4.3	-2.3	/
39	-1.3	-6.1	-2.3	-4.9
40	-1.3	-2.4	8.8	-7.4
41	-2.7	-2.5	-8.4	-21.2
42	0.0	-6.9	-1.4	4.5
43	5.0	-1.2	0.0	-1.6
44	-9.2	-2.3	2.5	-4.2
45	-0.3	5.5	6.0	3.1

4 entries from above, with two lines to a compound.
Each structure is followed by: FadD28 FP inh, PfHsp40 yeast, Anthrax LF prot, TcdB GH inh, BoNT A protease, PrPC TRFRET, Y pestis TopoI, CCHF vOTU inh, BoNT F protease
34) C=CCn1c(=N)n(CC(=O)c2ccc(OC)cc2)c2ccccc21
    -1.1, 0.6, 1.7, 2.0, -0.1, -2.8, 5.0, 8.5, -2.4
35) CC(=O)N1c2ccccc2NC2=C(C(=O)CC(C)(C)C2)C1c1cccn1C (stereo not drawn)
    -0.9, -0.6, -4.8, -0.2, -0.3, -8.2, -4.4, -1.8, -2.8
36) Cc1csc(NC(=O)c2c(-c3ccccc3)noc2C)n1
    -3.3, 0.5, -1.7, 0.3, 0.6, 1.7, -6.3, 17.0, 5.8
37) COc1ccc(NC(=O)c2cn3c(nc4ccccc43)c(C#N)c2C)cc1
    -0.3, 0.9, -11.5, 0.6, 0.2, -2.5, -1.3, 4.0, 0.4

(cont.)
No.	Compound	FadD28 FP inh	PfHsp40 yeast	Anthrax LF prot	TcdB GH inh	BoNT A protease
46	CCOc1ccc(CCN2C(=O)C(=O)N([C@@H](CC(C)C)CN3CCC[C@@H]3CN3C(=O)C(=O)NC[C@@H]3Cc3ccccc3)C[C@@H]2CC(C)C)cc1	-2.1	-0.5	-5.4	1.9	-0.7
47	O=c1cc(O)c(-c2ccc(Cl)cc2)c(Cl)[nH]1	-0.4	1.5	-1.4	1.3	-0.7
48	O=C(COC(=O)C1CCN(S(=O)(=O)c2cccs2)CC1)Nc1ccc(F)cc1F	-0.5	0.9	-4.1	-1.6	0.7
49	CCn1c(CNc2ccc(C(=O)O)cc2)nc2ccccc21	-0.7	-1.0	0.7	0.1	0.4
50	CC(=O)NC12CC3CC(C1)CC(C(=O)Nc1nc4ccc(F)cc4s1)(C3)C2	-6.5	0.1	0.3	0.4	-2.9
51	COc1ccccc1C(=O)NC(=O)COC(=O)Cc1n[nH]c(=O)c2ccccc12	-1.1	-0.7	-9.1	-0.3	0.0
52	O=C(Nc1ccc(-c2nc3ccccc3o2)cc1)c1ccc2c(c1)OCO2	-1.0	-0.1	-1.9	3.6	0.0
53	O=C(NC1CCS(=O)(=O)C1)c1ccc(N2CCCCC2)c([N+](=O)[O-])c1 (stereo not drawn)	0.5	0.0	2.6	-3.5	1.8
54	O=C(CSc1ncn[nH]1)NCCc1ccccc1	-3.7	-0.7	-0.8	/	-0.4
55	CCN(CC)CCn1c2ccccc2c2nc3ccc([N+](=O)[O-])cc3cc21	-2.0	1.9	-4.4	0.8	0.7
56	CCCc1cc(=O)n2[nH]c(NCc3ccccc3Cl)nc2n1	0.1	-1.8	2.7	/	-1.6

No.	PrPC TRFRET	Y pestis TopoI	CCHF vOTU inh	BoNT F protease
46	6.5	14.5	12.3	-8.4
47	-1.1	3.0	5.7	-16.9
48	2.5	14.5	3.4	2.3
49	-4.7	8.5	-17.9	2.6
50	11.0	-19.8	9.3	-10.7
51	1.9	3.3	12.1	-12.5
52	-5.2	5.2	7.0	-0.3
53	-24.1	4.4	-1.8	0.7
54	13.1	-3.4	9.8	-8.2
55	-10.0	-31.7	-4.1	-9.6
56	-6.9	6.9	-3.1	-1.9

Source: PubChem
